# Source: PubChem BioAssay (several laboratories)
# Rpn11 inh: blocks the human proteasome subunit Rpn11; human 26S proteasome, Ub4-pepOG fluorescence polarization; 20S core pre-blocked with epoxomicin; 360,000 tested, 0.59% active; calls only at 20 µM; O00487; AID 588493;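 active = inhibition at 20 µM, scaled to each plate's controls, above about 33%, limit read from the data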
# CSN inh: inhibitors of human CSN-mediated cullin deneddylation | Q92905 | 360,000 tested, 0.38% active | Purified CSN, SCF-Nedd8-OG deneddylation, fluorescence polarization | AID 651999 | inhibition, % at 12.5 µM;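 active = pattern-corrected inhibition above about 35%, with an unprinted fluorescence ratio check between 0.5 and 1.5, limit read from the data, passing the limit was not always enough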;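 also: 0% = enzyme with substrate and 100% = substrate without enzyme; some results filed as inactive read as strong as hits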
# Target sequence (Q92905 whole entry, looked up, one chain of several): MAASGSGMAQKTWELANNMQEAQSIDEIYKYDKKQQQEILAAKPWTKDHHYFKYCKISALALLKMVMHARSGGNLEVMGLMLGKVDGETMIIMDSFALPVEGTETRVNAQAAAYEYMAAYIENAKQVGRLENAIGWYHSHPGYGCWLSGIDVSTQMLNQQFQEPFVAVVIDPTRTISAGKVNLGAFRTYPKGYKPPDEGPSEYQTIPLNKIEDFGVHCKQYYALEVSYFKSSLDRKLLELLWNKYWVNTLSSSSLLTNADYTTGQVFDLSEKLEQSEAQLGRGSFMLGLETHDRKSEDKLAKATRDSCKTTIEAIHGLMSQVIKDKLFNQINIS
#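 Assay system: purified human Csn5 enzyme expressed in HEK293T cells; measure: % inhibition; also added: SCFSkp2-Nedd8OG substrate at 10 nM final; technique: fluorescence polarization; times: reaction 90 min, room temperature; medium: Tris buffer pH 7.5, NaCl, DTT, Tween-20, trehalose, ovalbumin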
# PABP1 MLLE inh: blocks PAM2 peptide binding to the PABP1 MLLE domain; P11940; GST-MLLE / FITC-PAM2 fluorescence polarization; inhibition, % at 20 µM; 360,000 tested, 0.36% active; in the data active = inhibition above about 35%, passing the limit was not always enough;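 also: plate controls were DMSO wells with GST-MLLE for no effect and wells lacking GST-MLLE protein for full effect; some results filed as inactive read as strong as hits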
# NadD inh: blocks S. aureus nicotinate mononucleotide adenylyltransferase. 360,000 tested, 0.78% active. purified NadD enzyme, colorimetric absorbance read-out. inhibition, % at 20 µM. AID 602399; in the data active = inhibition above about 26%; also: some compounds past the cut are filed as inactive
# FAS-TE inh: blocks the thioesterase domain of human fatty acid synthase; P49327; recombinant FAS-TE, OMFH fluorogenic substrate, fluorescence endpoint; inhibition, % at 15 µM; 360,000 tested, 0.67% active; AID 602261;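 active = compounds whose normalised, plate-corrected inhibition of enzyme fluorescence in the single-dose primary screen is 50% or more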;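 also: 0% = DMSO with enzyme and 100% = substrate without enzyme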
# Neddylation inh: cullin neddylation inhibition. TR-FRET cullin neddylation, biochemical. calls only at 25 µM. 360,000 tested, 0.58% active; in the data active = inhibition above about 36%
# Target sequence (P61081 whole entry, looked up): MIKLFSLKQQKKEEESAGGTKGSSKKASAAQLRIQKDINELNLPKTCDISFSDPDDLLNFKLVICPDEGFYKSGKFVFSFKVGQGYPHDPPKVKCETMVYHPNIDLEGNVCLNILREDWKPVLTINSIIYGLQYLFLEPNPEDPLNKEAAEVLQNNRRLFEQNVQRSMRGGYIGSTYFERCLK
# Target sequence (Q13564 whole entry, looked up): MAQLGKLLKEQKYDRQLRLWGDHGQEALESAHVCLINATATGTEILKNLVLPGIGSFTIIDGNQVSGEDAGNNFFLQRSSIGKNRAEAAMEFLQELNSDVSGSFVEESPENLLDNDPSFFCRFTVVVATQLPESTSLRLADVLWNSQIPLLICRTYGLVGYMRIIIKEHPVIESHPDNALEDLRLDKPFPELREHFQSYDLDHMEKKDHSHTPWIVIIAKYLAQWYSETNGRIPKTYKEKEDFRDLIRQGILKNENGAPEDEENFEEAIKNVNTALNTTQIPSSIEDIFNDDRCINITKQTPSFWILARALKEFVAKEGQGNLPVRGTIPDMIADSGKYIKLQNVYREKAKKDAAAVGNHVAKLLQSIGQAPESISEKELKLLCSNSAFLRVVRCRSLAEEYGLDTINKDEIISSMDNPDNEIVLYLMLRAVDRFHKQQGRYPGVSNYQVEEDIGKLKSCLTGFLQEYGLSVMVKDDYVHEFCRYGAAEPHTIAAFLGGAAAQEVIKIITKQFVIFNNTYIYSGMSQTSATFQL
# Rin1-Abl PPI inh: blocks binding of human Rin1 to Abl | 360,000 tested, 0.4% active | inhibition, % at 7.35 µM | TR-FRET Rin1/Abl binding, biochemical | AID 588664 | P00519+Q13671; in the data active = inhibition above about 5%, passing the limit was not always enough
# MT1-MMP act inh: inhibitors of human MT1-MMP activation; 360,000 tested, 0.061% active; GFP/RFP ratio change, % at 20 µM; HT1080 RFP-PRO-GFP cells, GFP/RFP ratio fluorescence, overnight; percent of plate control window, DMSO zero; AID 651647; P50281;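 active = GFP/RFP ratio change of at least 30% with cell ATP level not reduced by more than half and red fluorescence within 50% of control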; also: strong numbers were not always called active
#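 Material: RFP-PRO-GFP reporter HT1080 cells. Dosing: single-point 20 µM compound, 1% DMSO. Controls: DMSO and RFP-L50D-GFP cell wells. Timing: cells overnight before dosing, compound overnight, 37 °C, 5% CO2. Measure: GFP/RFP fluorescence ratio.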
# SKN-1 inh: inhibitors of C. elegans SKN-1. C. elegans VP596 Pgst-4::GFP/RFP ratio, acrylamide-induced, 24 h. 360,000 tested, 0.49% active. inhibition, % at 21.8 µM;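 active = interference check ratio from 0.5 to 1.5 plus GFP to RFP signal ratio inhibition reaching or exceeding a fixed threshold, cut at about 30% in these data, passing the limit was not always enough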; also: some compounds called inactive have numbers as strong as hits
# * marks the source's active call; other numbers are inactive results; i = inactive; / = not tested or not shown; + = active, no number.
# Screens in order – Rpn11 inh, CSN inh, PABP1 MLLE inh, NadD inh, FAS-TE inh, Neddylation inh, Rin1-Abl PPI inh, MT1-MMP act inh, SKN-1 inh
> Cc1nnc(SCC(=O)Nc2cc(S(=O)(=O)N3CCCC3)ccc2Cl)s1
    i, -0.7, -8.5, -1.4, -3.6, i, -0.9, 1.1, 2.0
> O=C(c1ccccc1F)N1CCN(c2ccc([N+](=O)[O-])c3ncccc23)CC1
    i, -7.9, -0.4, -0.4, 5.5, i, -5.2, 4.9, -9.6
> COc1cccc(NC(=O)C2CCC(CNC(=O)[C@@H]3Cc4ccccc4CN3)CC2)c1 (some centres not stated)
    i, -2.7, 4.2, -8.9, -6.1, i, 8.0, 1.0, 20.1
> O=C(NCCOc1ccccc1)c1ccc2c(c1)S(=O)(=O)c1cc(Cl)ccc1C2=O
    i, -4.5, 9.1, -1.5, 25.5, i, -1.0, 1.6, 10.5
> CC(C)OC(=O)Cn1cc(C#N)c2ccccc21
    i, 0.0, 10.7, -10.0, 0.1, i, 2.6, 0.7, 4.5
> O=C(NC(NC(=S)Nc1cc(Cl)ccc1Cl)C(Cl)(Cl)Cl)c1ccco1 (configuration not stated)
    i, 3.1, 32.4, 5.1, 18.8, i, -1.8, -0.2, 14.3
> Cc1ccc(C(=O)CN2CCC(NC(=O)C3CCCCC3)CC2)cc1
    i, 1.6, -12.2, 3.1, -10.8, i, 2.1, 1.4, 22.7
> O=C(c1ccco1)N(Cc1ccco1)c1ccc(O)cc1
    i, -1.5, 11.9, 2.3, -3.8, i, -0.1, -2.0, 10.7
> Clc1nc(N2CCOCC2)ncc1Br
    i, 4.4, -6.9, -0.9, -8.3, i, 0.3, -0.5, -2.0
> COc1ccc(CCNC(=O)c2cccc(S(=O)(=O)N3CCCC3)c2)cc1OC
    i, 11.7, 5.0, -5.0, -5.7, i, -0.5, -0.6, 3.0

# Part of the list above, reduced to SKN-1 inh and FAS-TE inh:
SMILES | SKN-1 inh | FAS-TE inh
Clc1nc(N2CCOCC2)ncc1Br | -2.0 | -8.3
COc1cccc(NC(=O)C2CCC(CNC(=O)[C@@H]3Cc4ccccc4CN3)CC2)c1 (some centres not stated) | 20.1 | -6.1
Cc1nnc(SCC(=O)Nc2cc(S(=O)(=O)N3CCCC3)ccc2Cl)s1 | 2.0 | -3.6

# The results go on.
# Screens in order – Rpn11 inh, CSN inh, PABP1 MLLE inh, NadD inh, FAS-TE inh, Neddylation inh, Rin1-Abl PPI inh, MT1-MMP act inh, SKN-1 inh
> CC1(c2nnc(-c3cccc(Cl)c3)o2)CC(c2ccc(F)cc2)=NO1 (configuration not stated)
    i, 1.6, -1.9, -5.3, 15.5, i, 2.0, 2.1, 3.0
> COc1cc(OC)cc(C(=O)N2CCN(c3ccccc3F)CC2)c1
    i, 1.7, -16.2, -3.5, -2.0, i, 1.9, 2.3, 21.4
> CCCCn1c(NS(=O)(=O)c2ccccc2)c(S(=O)(=O)c2ccc(C)cc2)c2nc3ccccc3nc21
    i, 57.5*, 1.3, 15.0, 19.1, i, 21.9*, -12.3, -3.4
> CC1CCCN(c2ccc(C(=O)NCc3ccco3)cc2[N+](=O)[O-])C1 (configuration not stated)
    i, 4.9, -3.0, -1.2, 13.6, i, -4.3, -1.4, 6.5
> O=C(Cn1nnc2ccccc2c1=O)N[C@@H](Cc1c[nH]c2ccccc12)C(=O)O
    i, 1.1, 10.6, -4.1, -6.7, i, 1.5, 2.6, -1.0
> O=C(COc1ccc2ccccc2c1Br)N1CCN(c2ccccn2)CC1
    i, -0.9, -0.4, -0.6, 27.9, i, -6.8, 1.6, -0.3
> CN1C(=O)C(CC(=O)Nc2ccc(F)cc2)N(CCCc2ccccc2)C1=S (configuration not stated)
    i, 0.3, -39.1, -12.2, 41.3, i, 1.8, -2.6, 0.1
> CCOc1ccc(CNC(=O)C(C)n2ccc3cc(S(=O)(=O)N4CCCC4)ccc32)cc1 (configuration not stated)
    i, 0.4, 12.7, -5.8, 14.7, i, 3.9, -0.6, -12.8
> CCN1CCN(c2ccc(S(=O)(=O)N3CCOCC3)cc2NC(=O)CCC(C)C)CC1
    i, 7.3, -7.8, -8.4, -4.3, i, 3.1, 2.6, 0.3
> COc1ccc(C(OC(=O)c2ccco2)C(=O)NC2CCCCC2)cc1 (configuration not stated)
    i, 6.7, 0.0, -5.4, -2.4, i, 0.1, 4.1, -11.2
> CN(CCc1ccccn1)C(=O)CCNC(=O)Cn1cnc2ccccc2c1=O
    i, 1.0, 11.7, -4.3, -7.8, i, 0.0, -0.3, 3.5
> COc1ccc(N2CC(C(=O)Nc3ccc4c(c3)OCO4)CC2=O)cc1 (configuration not stated)
    i, 2.8, -0.9, -0.9, -1.1, i, 0.8, 7.9, -21.1
> Oc1ccc(F)c(CN2CCN(c3ncc(Cc4ccccc4)cn3)CC2)c1
    /, -7.8, /, /, /, i, /, 4.9, -1.8
> CCCCN1C(=O)C(=O)N(CC(=O)Nc2cc(S(=O)(=O)N(C)C)ccc2C)C1=O
    i, 3.0, -5.9, -1.6, -1.1, i, -3.0, -1.0, 10.3
> [O-]/C(=C(\C(=S)Nc1cccc2ccccc12)[n+]1cccc(CO)c1)c1ccc(Cl)s1
    i, 9.1, 0.5, 14.0, -12.2, i, -0.9, -2.6, -10.9
> CN(C)c1ccc(/C=N/N2CCN(Cc3ccccc3Cl)CC2)cc1
    i, 4.8, 1.0, -3.4, 22.6, i, -0.2, -0.6, -15.9
> Cc1ccc(NC(=O)c2oc3ccccc3c2COC(C)C)cc1S(=O)(=O)N1CCOCC1
    i, 4.5, -1.6, -3.5, 26.5, i, -2.3, 2.7, 20.1
> CC1CCN(c2c(NCc3ccc(C(=O)N4CCN(C5CCCCC5)CC4)cc3)c(=O)c2=O)CC1
    i, 1.4, -11.1, 5.1, -0.8, i, -2.9, -2.5, 6.1
> CCCn1nnc2c(=O)oc3ccccc3c21
    i, -2.5, 11.3, 1.9, -9.8, i, -1.0, -1.0, -11.5
> Cc1cc(Cl)ccc1OCC(=O)Nc1ccc2oc(=O)ccc2c1
    i, 0.5, -3.6, -9.0, -1.1, i, 1.5, 2.2, -1.0
> COC(=O)CSc1nc(C)c2c(n1)CCCC2
    i, -4.1, 2.1, -3.0, -11.4, i, 1.1, 2.2, -0.2
> Cc1ccc(C)n1-c1ccc(C#N)cn1
    i, -1.5, 5.6, 0.0, 0.9, i, 1.4, 5.4, 0.3
> CCCCCCN1C[C@H](n2cc(-c3ccc(F)cc3)nn2)[C@@H](O)C[C@@H]1c1ccc(C)cc1
    i, 0.9, -8.9, 2.1, 24.7, i, 0.2, 1.8, 1.2
> CC(=O)N1CCC(=NNc2nc3ccccc3s2)CC1
    i, -4.8, 12.5, -1.4, -10.8, i, 0.6, 1.3, -6.0
> O=C1CSC(=S)N1/N=C/c1ccc(O)c(O)c1O
    /, 54.5, 3.3, 8.3, -1.2, i, 29.6*, -1.8, -3.4
> CCN(CC)C(=O)C(c1ccccc1)S(=O)(=O)N1CCOCC1 (configuration not stated)
    i, 2.4, 11.6, 1.7, -4.4, i, -0.5, -3.6, -3.0
> COc1cccc(NC(=O)C2(C)CCN2Cc2ccc3ccccc3c2)c1 (configuration not stated)
    i, 0.7, -6.6, -2.0, 27.8, i, -5.0, -4.4, 26.6
> Cc1oc(-c2cc3c(cc2Cl)OCO3)nc1CN1CCCC1c1ccc(F)cc1 (configuration not stated)
    i, 5.4, -9.8, -0.6, 12.3, i, 3.2, -4.9, -4.7
> O=Cc1ccc(OC2OCCOC2Oc2ccc(C=O)cc2)cc1 (configuration not stated)
    i, -3.7, 4.3, 4.5, -0.4, i, -1.9, -4.4, 1.4
> N#CC1=C(N)Oc2ccccc2C12C(=O)Nc1n[nH]c(-c3ccccc3)c12 (configuration not stated)
    i, -1.0, -0.8, -2.9, 2.0, i, -0.4, 0.2, 17.3
> CC(=O)Nc1ccc(S(=O)(=O)NCCC(=O)NCC2COc3ccccc3O2)cc1 (configuration not stated)
    i, 4.3, 11.1, 1.3, -2.2, i, 0.1, -1.6, 2.4
> COc1cc(NC(=O)c2onc(C)c2Cl)cc(OC)c1OC
    i, -0.8, 13.1, 5.7, -3.9, i, -0.2, 6.8, 1.9
> COc1cc(/C=N/n2c(-c3ccccc3)n[nH]c2=S)ccc1O
    i, 7.0, 4.8, -5.1, -5.0, i, 0.2, -0.4, -3.1
> NS(=O)(=O)c1ccc(NC(=O)COc2ncnc3sccc23)cc1
    i, 7.1, -20.8, 6.4, -6.0, i, -0.5, 7.9, -6.9
> Cc1ccc(C(C(=O)NCC2CCCO2)N(C(=O)c2snc(C(N)=O)c2N)c2ccc(F)cc2)o1 (configuration not stated)
    i, 6.2, 2.9, 1.7, -1.1, +, 1.0, -4.1, -5.4
> CC/C(C)=N/Nc1ccc(S(=O)(=O)N2CCCC2)cc1[N+](=O)[O-]
    i, -9.0, -12.4, 0.9, 18.6, i, -6.1, 18.5, -0.6
> Cc1ccc(NC(=O)CS(=O)CC(=O)NCCCc2ccccc2)cc1Cl (configuration not stated)
    i, 1.5, 3.1, -2.5, 11.2, i, 3.8, -5.0, -1.3
> Cc1ccc(-n2[nH]c(C)c(/C=N/n3c(C)nc4ccccc4c3=O)c2=O)cc1
    i, 2.0, 4.8, 4.2, 0.1, i, 3.2, 6.3, 13.7
> O=C(Nc1ccc2c(c1)[C@@H]1C[C@@H](CC(=O)N3CCCCC3)O[C@@H](CO)[C@@H]1O2)NC1CCCCC1
    i, -1.2, 11.0, 1.9, -8.7, i, 2.2, 3.5, -15.0
> OC(CC#CCN1CCOCC1)(c1ccccc1)c1ccccc1
    i, 0.2, 4.0, -4.7, -5.2, i, 2.3, -1.1, -6.8
> CSc1ccccc1OCc1cc(C(=O)NCC(C)(C)N2CCOCC2)no1
    i, 0.6, 1.2, -7.7, -4.6, i, 0.2, 7.4, 1.2
> C=CCN(CC=C)CC(=O)Nc1cccc(Oc2cnccn2)c1
    i, -5.2, -0.5, -3.0, -5.6, i, 3.9, -2.8, -1.3
> O=C(COc1ccc(Br)cc1)N1CCC(c2ccccc2)C1 (configuration not stated)
    i, 4.1, 0.5, -2.2, 16.9, i, -1.6, -1.7, -22.9
> O=C(C[C@@H]1C=C[C@@H](NC(=O)c2cccnc2)[C@@H](CO)O1)NCc1ccncn1
    /, 0.7, /, /, /, i, /, -4.5, 8.0
> C[n+]1ccc(C(=O)Nc2ccccc2Cl)cc1
    i, -4.8, -108.7, 3.3, -7.8, i, 0.1, -3.5, 0.3
> N#Cc1ccc(Oc2ccc(NC(=O)C3CC=CCC3C(=O)O)cc2)cc1 (configuration not stated)
    i, 1.1, 3.8, -0.2, -2.7, i, -0.9, /, -0.6
> Cc1ccc(OCC(=O)Nc2ccccc2C(N)=O)cc1
    i, 2.7, 17.6, -6.2, -2.4, i, -1.8, -1.5, -0.1
> O=C(NCc1ccccc1)c1ccccc1OCC(=O)N1CCCCC1
    i, -1.9, -0.6, -5.7, -2.8, i, -6.0, -0.7, 9.7
> COc1nc(Nc2ccc(C(C)C)cc2)nc(OC)n1
    i, 3.1, -5.9, 0.5, 3.9, i, -2.5, -3.5, 18.8
> CCC(C(=O)OC)n1cnc2c(nnn2-c2ccc(OC)cc2)c1=O (configuration not stated)
    i, -1.4, 1.3, 9.3, -4.1, i, -0.8, 2.2, 5.3
> O=C1CCC(C(=O)N2CCCCO2)CN1Cc1ccc(Cl)cc1 (configuration not stated)
    i, 1.6, -10.4, -1.3, -3.4, i, 1.6, -0.7, 2.8
